# Bioassay records deposited in PubChem BioAssay by several laboratories.
# CF NFkB block: blocks PAF-induced NF-kB reporter in cystic fibrosis cells; KKLEB NF-kB-GFP reporter, GFP fluorescence overnight; actives 0.86% (n = 360,000); inhibition, % at 5 µM;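 active means at least 50% inhibition at 5 µM, scaled per plate between neutral and stimulator controls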;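 further: PAF is a Pseudomonas aeruginosa culture filtrate used as stimulus; plate controls were PAF-stimulated DMSO wells for no effect and unstimulated DMSO wells for full effect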
# NCOA1 inh: human NCOA1 inhibition; inhibition, % at 3.6 µM; AID 588354; actives 0.12% (n = 360,000); HEK293 GAL4-SRC1 luciferase reporter, luminescence;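 active means inhibition above the campaign mean plus 3 SD, with each screening campaign given its own cutoff, cut at about 60% in these data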;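 further: 0% = DMSO treated cells and 100% = gossypol at 36 µM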
# Target sequence (Q15788 whole entry, looked up, the tested form may be a part): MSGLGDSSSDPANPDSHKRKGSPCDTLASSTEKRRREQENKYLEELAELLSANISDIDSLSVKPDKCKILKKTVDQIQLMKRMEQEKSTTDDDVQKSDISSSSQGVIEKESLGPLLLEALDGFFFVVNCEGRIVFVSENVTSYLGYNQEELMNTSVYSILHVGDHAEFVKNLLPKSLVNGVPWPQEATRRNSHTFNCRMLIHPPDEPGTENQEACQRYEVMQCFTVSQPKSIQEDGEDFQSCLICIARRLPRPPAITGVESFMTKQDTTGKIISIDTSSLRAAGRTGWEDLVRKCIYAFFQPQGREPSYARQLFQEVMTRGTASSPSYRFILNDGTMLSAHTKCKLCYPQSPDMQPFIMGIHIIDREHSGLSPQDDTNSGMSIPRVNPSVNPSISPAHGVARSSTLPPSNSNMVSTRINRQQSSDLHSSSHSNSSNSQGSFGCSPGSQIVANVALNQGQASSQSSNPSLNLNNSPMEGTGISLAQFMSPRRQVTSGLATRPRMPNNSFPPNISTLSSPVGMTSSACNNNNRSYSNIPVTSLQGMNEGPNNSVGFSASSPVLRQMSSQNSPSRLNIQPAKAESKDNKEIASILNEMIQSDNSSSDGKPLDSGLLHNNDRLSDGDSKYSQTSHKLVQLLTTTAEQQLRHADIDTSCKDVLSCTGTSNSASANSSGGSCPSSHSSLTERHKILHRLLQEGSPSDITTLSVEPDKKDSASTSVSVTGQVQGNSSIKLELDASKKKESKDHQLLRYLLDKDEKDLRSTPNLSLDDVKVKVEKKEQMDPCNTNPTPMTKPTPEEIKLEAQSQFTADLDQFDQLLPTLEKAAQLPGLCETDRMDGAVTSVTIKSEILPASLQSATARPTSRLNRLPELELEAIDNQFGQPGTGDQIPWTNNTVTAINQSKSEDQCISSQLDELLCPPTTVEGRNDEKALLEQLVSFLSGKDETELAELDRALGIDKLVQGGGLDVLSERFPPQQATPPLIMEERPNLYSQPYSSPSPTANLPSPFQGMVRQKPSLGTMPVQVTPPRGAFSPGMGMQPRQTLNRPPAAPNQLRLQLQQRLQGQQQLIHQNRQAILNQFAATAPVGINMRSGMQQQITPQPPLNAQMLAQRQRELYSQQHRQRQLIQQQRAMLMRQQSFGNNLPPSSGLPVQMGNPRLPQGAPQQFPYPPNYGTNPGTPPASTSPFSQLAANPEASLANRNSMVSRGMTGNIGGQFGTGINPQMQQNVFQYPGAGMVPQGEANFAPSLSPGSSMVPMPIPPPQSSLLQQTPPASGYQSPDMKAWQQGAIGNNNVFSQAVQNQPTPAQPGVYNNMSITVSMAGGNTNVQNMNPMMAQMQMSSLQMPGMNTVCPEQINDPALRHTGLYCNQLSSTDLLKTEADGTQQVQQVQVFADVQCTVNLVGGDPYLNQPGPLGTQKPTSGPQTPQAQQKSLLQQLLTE
# LMP1 NFkB inh: inhibitors of Epstein-Barr LMP1-induced NF-kappaB reporter | LMP1-induced NF-kappaB luciferase reporter cells, luminescence | inhibition, % at 12.5 µM | actives 0.69% (n = 350,000) | AID 504558; in the data active means inhibition above about 41%;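 further: 0% = neutral control wells and 100% = reference inhibitor control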
# COUP-TFII inh: blocks human COUP-TFII nuclear receptor. actives 0.7% (n = 370,000). P24468. HEK293T NGFI-A luciferase reporter, luminescence. inhibition, % at 8.6 µM. AID 686940;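 active means inhibition above a per-plate cutoff, mean inhibition of test wells between control levels plus 3 SD, cut at about 38% in these data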;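 further: cells cotransfected with COUP-TFII expression vector driving the NGFI-A reporter; 0% = median of COUP-TF2 test wells and 100% = reporter-only cells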
# TROY NFkB inh: inhibitors of TROY-dependent NF-kB signaling; AID 1347056; inhibition, % at 10 µM; Q293 LMP1-TROYcd NF-kB luciferase reporter, 4 h; actives 0.98% (n = 360,000);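 active means compounds whose plate-normalised and pattern-corrected inhibition of the luciferase reporter signal at the single screening dose is 50% or more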
# KKLEB tox: counter-screen for CF NF-kB inhibitors: cytotoxicity; activity change (cytotoxicity), % at 5 µM; AID 602141; KKLEB CF airway cells viability, ATPlite luminescence, overnight; active compounds read low; cells stimulated with P. aeruginosa culture filtrate; actives 0.36% (n = 360,000);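 active means corrected activity change at or below -50% at 5 µM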
# C8 TRAIL sens: sensitizes caspase-8 expressing cells to TRAIL; actives 1% (n = 360,000); AID 624354; NB7+C8 cells + TRAIL, ATPlite viability luminescence; inhibition (viability loss, TRAIL sensitization), % at 10 µM;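 active means compounds causing at least 50% loss of cell viability in the single-dose screen, relative to plate controls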
# Shn3 inh set2: reduces Shn3 3'UTR luciferase signal in osteoblasts; actives 0.52% (n = 360,000); Clone20 osteoblast Shn3 3'UTR firefly luciferase, 24 h; inhibition, % at 12.5 µM;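 active means mean inhibition of at least 75% with every replicate also reaching 75%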;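 further: 0% = median of neutral control wells and 100% = pilot-screen positive control compound; some compounds past the cut are filed as inactive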
# LRH-1 inv ag: inverse agonists of human LRH-1 (NR5A2); AID 602396; inhibition, % at 3.6 µM; HEK293T StAR-luciferase reporter, LRH-1 transfected, 24 h; O00482; actives 0.13% (n = 360,000);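 active means inhibition above the mean inhibition of all tested compounds plus 3 SD, cut at about 73% in these data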;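 further: 0% = DMSO wells and 100% = reporter-only cells lacking LRH-1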
# SRC3 inh: inhibits human SRC3 coactivator; Q9Y6Q9; HEK293 GAL4-SRC3 luciferase reporter, luminescence; inhibition, % at 3.6 µM; actives 0.17% (n = 360,000); AID 588352;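 active means inhibition above a per-campaign cutoff, the mean of all compounds plus 3 SD, cut at about 60% in these data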;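 further: 0% = DMSO-treated cells and 100% = gossypol-treated cells at 36 µM; higher means less SRC3-driven luciferase light from the GAL4 reporter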
# TWEAK Fn14 block: TWEAK-Fn14 signaling inhibition; TWEAK-stimulated Fn14 reporter cells, luciferase luminescence, 8 h; inhibition, % at 10 µM; actives 2% (n = 360,000); in the data active means inhibition above about 50%
# Numbers without * were called inactive; . = not tested or not shown. Only part of the results is shown, so the mix of outcomes need not match the whole.
cpd	smiles	NCOA1 inh	C8 TRAIL sens	CF NFkB block	LRH-1 inv ag	Shn3 inh set2	COUP-TFII inh	KKLEB tox	LMP1 NFkB inh	TWEAK Fn14 block	SRC3 inh	TROY NFkB inh
1	CC(C)C[C@H]1CNC(=S)N1C[C@H]1CCCN1C[C@H](CC(C)C)N1C[C@H](Cc2ccc(O)cc2)N(CC2CCCCCC2)C1=S	0	-1	37	-8	-16	4	-26	.	-9	13	30
2	O=C(Cn1nc(C(F)(F)F)c2c1CCCC2)NCCN1CCOCC1	-12	8	3	3	1	-8	-6	-14	10	0	2
3	CC(C)C1(C)C(=O)N=C2c3ccccc3C(=O)N21 (stereo unspecified)	-7	-1	3	6	-6	-2	2	-2	-16	-1	6
4	Cc1ccc(C(=O)N/N=C\c2c(C)nn(-c3ccccc3)c2Cl)cn1	-12	45	20	-36	-24	-13	-4	-1	3	8	-12
5	COc1ccc(C(=O)Nc2cccc(S(=O)(=O)N(C)C)c2)cc1S(=O)(=O)N1CCOCC1	16	-11	8	21	12	-7	-9	-10	3	23	0
6	CCN(CC)S(=O)(=O)c1cccc(C(=O)Oc2cccnc2)c1	-22	-11	2	1	0	-1	2	6	13	5	15
7	CC(C)(C)OC(=O)N1CCC(C(=O)Nc2cccc(C(=O)N3CCOCC3)c2)CC1	3	-4	-6	-11	-14	-30	-2	-9	-11	3	-1
8	CCOC(=O)CN(Cc1sccc1C)C(=O)Nc1ccc(OCC)cc1	6	11	-14	0	-5	3	-5	7	-10	-2	-15
9	O=[N+]([O-])c1cccc(S(=O)(=O)NCCCn2ccnc2)c1	3	-11	-15	2	2	7	-1	0	4	-2	5
10	CCOc1ccc(NC(=O)CCNC(=O)Cn2cnc3ccccc3c2=O)cc1	14	-3	-13	1	-10	11	2	4	18	0	20
11	O=C(NCc1ccccn1)C(=O)N/N=C/c1ccccc1O	-8	6	-19	-13	16	-11	-3	-6	-13	15	7
12	C=CC[C@@H](CC(=O)N(CCO)Cc1ccccc1)C(=O)NCCOC(=O)[C@H](CC=C)CC(=O)OC(C)(C)C	-18	-9	9	-24	18	-12	2	-4	11	4	-14
13	CCCCNC(=O)Cn1c(=O)oc2cc(S(=O)(=O)N3CC(C)CC(C)C3)ccc21 (stereo unspecified)	-1	7	19	17	11	-3	-4	0	-15	-11	-1
14	CCCN1CC(O)=C(C#N)C1=O	7	3	-9	-3	-5	9	0	-1	5	-6	-9
15	CCCOc1cccc(C(=O)NC(=S)Nc2ccc(N3CCN(C)CC3)cc2)c1	-6	33	1	36	-22	16	-16	4	-13	2	12
16	CC(C)C(=O)NC(=S)Nc1ccccc1F	-43	-3	5	-12	2	-1	2	-6	-5	-5	-25
17	COc1ccc(S(=O)(=O)N2CCOCC2)cc1NC(=O)CCNC(=O)c1ccc(Cl)cc1	-5	-22	5	-9	3	4	3	-25	-3	-11	5
18	Cn1ccc2cc(-c3csc(N4CCC(C(N)=O)CC4)n3)ccc21	-8	-4	-15	-14	-8	3	2	-1	11	7	-5
19	CC(SC(C)C(=O)NN=Cc1ccc(F)cc1)C(=O)NN=Cc1ccc(F)cc1 (stereo unspecified)	8	0	18	7	-7	-5	1	-1	0	-4	-5
20	COCCn1nnnc1CN1CCC(Cc2ccccc2)CC1	4	-27	5	-5	7	11	4	-4	3	18	6
21	Nc1cc(=O)[nH]c(SCC(=O)NNC(=O)c2ccccc2)n1	-14	-11	0	-60	-11	-7	9	-5	-1	-17	-19
22	Cc1cc(C(=O)N/N=C2\CC(=O)c3ccccc32)c(C)n1-c1ccc(F)cc1	-4	17	3	-5	-16	22	9	-6	22	-6	4
23	COC(=O)c1cn(Cc2c(C)cc(C)cc2C)nn1	-19	-4	2	18	-16	23	2	6	-1	-2	5
24	Cc1ccc(C)c(CN2C(=O)CSc3ccc(C(=O)NCC(C)CN4CCC(C)CC4)cc32)c1 (stereo unspecified)	-6	6	0	8	-11	-2	-1	-15	6	4	-15
25	Cc1ccc(Cl)cc1NC(=O)c1cccc(OC(F)F)c1	-8	11	-3	-18	-17	.	2	4	-15	-5	-2
26	CCCn1nnc(NCc2ccc(OCc3cccs3)c(OC)c2)n1	-11	4	3	3	-6	1	7	-2	-12	3	0
27	Cc1cccc(C)c1NC(=S)NC1CCCCC1	9	-8	25	17	11	15	-16	5	11	4	7
28	CSc1nc2ccc3nc(NC(=O)c4ccc(Cl)s4)sc3c2s1	-7	10	18	25	0	.	-17	1	-24	5	-19
29	COc1ccc(N(C(=O)CS(=O)CC(=O)Nc2ccc(F)cc2)C(C(=O)NC2CCCCC2)c2cccs2)cc1 (stereo unspecified)	-22	2	16	-4	-23	-2	4	2	-8	-2	4
30	COc1ccc(C(=O)Nc2ccccc2-c2nnn(CC(N)=O)n2)cc1	18	-16	-23	11	-12	-10	8	12	-8	14	-13
31	C=CCn1c(SCC(=O)c2ccc(CNC(C)=O)o2)nc2ccccc2c1=O	-8	3	-7	9	-19	-8	1	82*	9	-15	1
32	O=C1/C(=C/c2cccc([N+](=O)[O-])c2)CCc2ccccc21	-12	12	24	-12	-1	-48	-16	-5	93*	14	-39
33	CC(C(=O)NCc1ccc(F)cc1)n1ccc2cc(S(=O)(=O)N3CCCC3)ccc21 (stereo unspecified)	4	-2	-9	21	18	5	-4	-8	-5	-11	-8
34	CCN(C[C@H]1N[C@@](C)(C(=O)OC)[C@H]2C(=O)N(C)C(=O)[C@@H]12)C(=O)COC	12	15	-2	-11	-2	16	-14	-7	15	-27	-2
35	COc1ccccc1CC(=O)NC(=O)c1ccccc1O	17	-6	1	0	10	6	2	-2	10	-6	8
36	CCC1(C)Cc2ccccc2-c2nc3n(c(=O)c21)CCS3 (stereo unspecified)	-27	-9	-16	-34	16	0	12	5	16	6	-6
37	CC(C)(C)OC(=O)C[C@H]1C/C=C\C[C@H](CC(=O)NCCO)C(=O)N[C@@H](Cc2ccccc2)COC1=O	-1	0	9	-23	-5	-4	10	1	19	0	-10
38	CCN(CC(=O)NCc1ccc2c(c1)OCO2)S(=O)(=O)c1ccc(F)cc1	-3	1	10	-13	-10	12	2	1	-6	2	-3
39	COc1ccc(CNC(=O)C(OC(=O)c2nsc(Cl)c2Cl)C(C)C)cc1 (stereo unspecified)	4	-7	6	11	-6	-7	2	-2	-4	12	-22
40	COc1ccc(/C=N/OCc2ccccc2C#N)c(OC)c1	-37	-5	-5	-92	-112	-15	-2	-33	-23	-99	-61
41	Cc1cccc(C)c1NC(=O)N1C2CCC1CC(O)(c1cccnc1)C2 (stereo unspecified)	-4	-2	7	-8	9	10	-1	1	5	-2	14
42	Cc1nc2sc(C(c3ccc(C(C)C)cc3)N3CCN(CCO)CC3)c(O)n2n1 (stereo unspecified)	-23	17	1	-41	-7	17	5	-3	-20	-4	-2
43	CCOc1ccccc1C(=O)N(C)Cc1cc2ccccc2[nH]c1=O	-5	6	14	3	10	9	-16	6	-7	11	-10
44	Cn1c(=O)c2cc(NC(=O)NCCc3cccs3)ccc2n1C/C=C/c1ccccc1	-2	-8	-12	0	8	.	2	.	-23	-3	-42
45	S=C(NCCc1ccccc1)Nc1ccc(Br)cc1	-106	6	11	-52	-4	-51	-6	-23	-8	-22	-40
46	CC1CCCC(C)N1C(=O)CSc1nnc(-c2cccs2)o1 (stereo unspecified)	-116	-9	12	-105	-51	-30	-16	-10	14	-77	7
47	COc1ccc(-n2c(-c3ccccc3)c[n+]3c2CCC3)cc1	22	17	-8	18	34	20	11	24	86*	26	-8
48	COc1cccc(NS(=O)(=O)c2ccc(-c3coc(C)n3)cc2)c1	5	-5	-10	18	14	4	2	6	-3	10	19
49	CCOc1ccc(Br)cc1-c1noc(-c2cccs2)n1	-14	0	0	-3	27	-3	-2	0	-5	-4	-9
50	COCCN(C(=O)C1CC(=O)N(Cc2ccc(C)cc2)C1)c1c(N)n(CC(C)C)c(=O)[nH]c1=O (stereo unspecified)	-22	14	-1	0	16	14	6	1	-5	-30	-10
51	C=CCC[C@@H](Cc1ccc(F)cc1)C(=O)OC[C@@H](NC(=O)[C@H](CC=C)CC(=O)N(CCO)Cc1ccccc1)c1ccccc1	13	8	18	12	-26	3	-4	9	56*	14	13
52	CCOC(=O)c1[nH]c(C)c(C(=O)OCc2ccccc2F)c1C	15	22	11	-4	19	-21	-5	14	6	-7	-16
53	O=C(COc1ccc(C(=O)NCCc2ccccc2)cc1)Nc1ccccc1	6	5	5	-4	8	1	-2	-11	32	4	8
54	CC1c2[nH]c3ccccc3c2C[C@H]2C(=O)N(CCCO)CC(=O)N12 (stereo partly specified)	5	0	0	5	-3	-3	3	2	9	5	15
55	CCN(CC)CCn1c2c(c(SCC(=O)Nc3ccc4c(c3)OCCO4)nc1=O)CCC2	2	7	15	15	-6	-15	3	-8	5	-2	-10
56	CC(=O)NC(C)C(=O)OCC(=O)c1ccc(-c2ccccc2)cc1 (stereo unspecified)	-15	-26	-6	-21	-4	-7	2	1	-10	-4	-25

# Continuation.
cpd	smiles	NCOA1 inh	C8 TRAIL sens	CF NFkB block	LRH-1 inv ag	Shn3 inh set2	COUP-TFII inh	KKLEB tox	LMP1 NFkB inh	TWEAK Fn14 block	SRC3 inh	TROY NFkB inh
57	C#CCN(CC=C)C(=O)c1cccc(OC2CCN(S(C)(=O)=O)CC2)c1	8	2	-5	-3	8	-15	-2	-1	-19	-5	3
58	Cc1ccc(C(=O)NCCc2nnc3ccc(N4CCCC4)nn23)cc1	-6	2	-4	-9	1	-7	-4	-4	5	-11	19
59	Fc1ccccc1-c1nnc2ccc3ccccc3n12	5	0	18	5	8	13	-16	5	-27	-11	4
60	CCOC(=O)C1=C(O)C(=O)N(CCCn2ccnc2)C1c1ccc(C)cc1 (stereo unspecified)	4	-3	8	-5	5	8	-14	-5	-2	11	13
61	O=C1CN(C(=O)CN2CCN(S(=O)(=O)c3ccccc3F)CC2)c2ccccc2N1	12	-22	-31	-19	-5	-15	0	0	6	5	-16
62	COc1cccc(NC(=O)COC(=O)c2ccccc2C(=O)N2CCN(c3ccccc3)CC2)c1	5	3	13	-6	6	17	-9	-6	15	21	15
63	COc1ccc(-c2c[n+]3c(n2-c2ccccc2)SCC3)cc1	26	19	5	25	.	57*	5	2	-1	39	4
64	COC(=O)c1sc(N)c(C(=O)OC)c1COC(=O)CCNS(=O)(=O)c1ccc(C)cc1	-20	-5	-3	13	19	0	-7	2	-33	22	-9
65	CCOC(=O)[C@@H](C)N(Cc1ccc(OC)cc1)S(=O)(=O)N(Cc1ccccc1)[C@H](C(=O)OC)C(C)C	1	7	21	3	59	11	-11	11	9	11	4
66	COc1ccc(C(=O)Nc2ccc3c(c2)OCCO3)c(OC)c1	-86	46	8	-177	-69	-41	-9	-16	1	-84	-46
67	CN(C)c1ccc(NC(=S)c2ccc3ccccc3n2)cc1	-59	0	-41	0	-28	-16	5	-12	-2	-50	-28
68	COc1ccccc1NC(=O)c1ccc(NC(=O)Cc2n[nH]c(=O)c3ccccc23)cc1	-12	-2	-2	9	-7	-13	-5	7	6	-4	5
